Assay outcomes deposited in PubChem BioAssay by Sanford-Burnham Center for Chemical Genomics.
PfGluPho inh: PfG6PD (Plasmodium falciparum) enzyme inhibition | PfGluPho enzyme, NADPH resazurin-diaphorase fluorescence | inhibition, % at 20 µM | hit rate 0.78% among 350,000 | AID 504690;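 active = inhibition reaching at least a set limit at 20 µM in the primary screen, cut at about 59% in these data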;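 note: 0% = DMSO wells with substrate and 100% = DMSO wells lacking glucose-6-phosphate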
SENP1 FRET inh: inhibitors of human SENP1 SUMO protease catalytic domain. recombinant SENP1 catalytic domain, CyPet-SUMO1-YPet FRET cleavage. inhibition, % at 10 µM. hit rate 0.21% among 360,000. AID 624204;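 active = inhibition at least 30% at 10 µM, raw YFP signal under a set limit, fluorescence ratio 0.5 to 1.5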;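 note: 0% = enzyme with DMSO and 100% = no enzyme wells; some results filed as inactive read as strong as hits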
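Material: hSENP1 catalytic domain, recombinant; medium: Tris pH 8 with BME, BSA, NP40 and catalase; compound: single concentration of 10 µM compound, 0.5% DMSO final; technique: FRET read of cyan and yellow fluorescence; timing: 50 min enzyme reaction, room temperature, light-protected; reagent: SFCypet-SUMO1-SFYpet substrate at 25 nM; control set: no-enzyme low, enzyme-DMSO high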
SENP7 block: SENP7 protease inhibition | inhibition, % at 5 µM | AID 434973 | hit rate 1.5% among 330,000 | recombinant SENP7, Z-RLRGG-aminoluciferin luminescence, 40 min | Q9BQF6;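 active = inhibition above about 50% at the single test dose, limit read from the data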;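 note: plate controls were DMSO with enzyme for no effect and no enzyme buffer wells for full effect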
SENP8 block-1: SENP8 (human) protease inhibition; Q96LD8; recombinant SENP8, Nedd8 substrate fluorescence; inhibition, % at 20 µM; hit rate 0.64% among 360,000; AID 602440; in the data active = inhibition mostly above about 40%, no sharp cut-off; inactive = mostly below about 27%
SENP8 block-2: inhibitors of human SENP8 protease | inhibition, % at 10 µM | AID 2540 | Q96LD8 | purified SENP8, Z-RLRGG-aminoluciferin cleavage, luminescence | hit rate 1.2% among 330,000; in the data active = inhibition above about 50%
HKDC1 inh: blocks human hexokinase HKDC1 activity; Q2TB90; recombinant HKDC1, G6PDH/diaphorase resazurin coupled fluorescence; inhibition, % at 20 µM; hit rate 0.16% among 340,000;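 active = inhibition above about 35% when tested at 20 µM, limit read from the data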;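 note: plate controls were DMSO wells with enzyme for no effect and DMSO wells lacking enzyme for full effect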
Target sequence (Q2TB90 whole entry, looked up): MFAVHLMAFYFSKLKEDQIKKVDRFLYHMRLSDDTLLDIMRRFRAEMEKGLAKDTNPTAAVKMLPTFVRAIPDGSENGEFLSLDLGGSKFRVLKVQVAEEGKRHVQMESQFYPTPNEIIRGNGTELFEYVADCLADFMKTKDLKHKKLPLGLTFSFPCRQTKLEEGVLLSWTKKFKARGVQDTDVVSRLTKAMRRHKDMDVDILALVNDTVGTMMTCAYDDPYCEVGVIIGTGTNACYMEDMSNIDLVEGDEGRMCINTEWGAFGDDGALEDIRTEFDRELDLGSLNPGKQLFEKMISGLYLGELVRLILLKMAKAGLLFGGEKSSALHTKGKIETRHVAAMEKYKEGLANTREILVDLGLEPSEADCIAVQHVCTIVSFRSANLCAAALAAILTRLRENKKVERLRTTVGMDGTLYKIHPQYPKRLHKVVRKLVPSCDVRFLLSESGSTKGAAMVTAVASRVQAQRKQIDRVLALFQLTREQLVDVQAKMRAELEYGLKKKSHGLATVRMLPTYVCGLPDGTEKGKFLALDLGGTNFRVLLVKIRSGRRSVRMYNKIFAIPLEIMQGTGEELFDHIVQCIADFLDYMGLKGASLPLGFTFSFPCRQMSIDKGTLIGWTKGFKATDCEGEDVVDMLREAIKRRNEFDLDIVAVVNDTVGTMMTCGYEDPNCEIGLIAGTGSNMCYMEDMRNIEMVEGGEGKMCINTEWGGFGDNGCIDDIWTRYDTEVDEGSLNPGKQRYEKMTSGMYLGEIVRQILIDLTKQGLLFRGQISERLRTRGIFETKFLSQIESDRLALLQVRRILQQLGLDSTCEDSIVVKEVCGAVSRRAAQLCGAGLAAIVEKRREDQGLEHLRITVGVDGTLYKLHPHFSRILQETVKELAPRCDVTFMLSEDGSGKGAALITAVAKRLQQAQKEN
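test system = in-house recombinant HK5 (HKDC1) enzyme | amount = HKDC1 at 5 µg/mL | control set = DMSO-enzyme wells negative, buffer-substituted wells positive | compound = one dose of 20 µM, 1% DMSO | schedule = reaction time 90 min, room temperature, protected from light | technique = resorufin fluorescence at 613 nm | reagent = glucose with 1 mM ATP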
Apaf1 inhib: human Apaf-1 inhibition; AID 489030; hit rate 0.71% among 330,000; reconstituted apoptosome caspase-3 activity, DEVD-Rh110 fluorescence; inhibition, % at 20 µM; active = inhibition of at least 40% at 20 µM;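 note: plate controls were DMSO wells for no effect and DEVD-CHO caspase inhibitor wells for full effect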
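Material: biochemical Apaf-1 apoptosome reconstitution. Medium: Hepes buffer, pH 7.5. Also added: cytochrome c activation, bis-DEVD rhodamine 110 substrate. Timing: 30 min compound preincubation, 50 min activation, room temperature. Measured by: rhodamine 110 fluorescence at Ex 480/Em 540 nm.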
SENP6 inh: blocks the human protease SENP6; Q9GZR1; Recombinant SENP6 catalytic domain, aminoluciferin luminescence; hit rate 1.8% among 330,000; inhibition, % at 10 µM;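 active = inhibition above about 50% at the single tested dose, limit read from the data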;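 note: plate controls were DMSO wells with enzyme for no effect and DMSO wells lacking enzyme for full effect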
The depositor's hits bear a star; i = inactive; . = not tested or not shown.

SMILES	PfGluPho inh	SENP1 FRET inh	SENP7 block	SENP8 block-1	SENP8 block-2	HKDC1 inh	Apaf1 inhib	SENP6 inh
CN1CCN(CC(=O)Nc2c(C(=O)c3ccccc3)oc3ccccc23)CC1	-4	-7	10	-26	2	-5	13	-8
C=CCOC(=O)COc1ccc2c(C)c(C)c(=O)oc2c1	-7	0	7	-248	1	-2	-14	-8
COCCNC(=O)c1cc(S(=O)(=O)N2CCOCC2)ccc1SCc1cccc(OC)c1OC	0	0	-4	-12	2	-7	8	-1
COc1ccc2[nH]c(=O)c(CN(C(=O)c3cccnc3)c3ccccc3)cc2c1	-11	2	3	-216	-3	2	9	-1
Cc1ccc(C)c(S(=O)(=O)NC2CCS(=O)(=O)C2)c1 (stereo not drawn)	-11	-2	-6	31	-6	-4	-5	-11
CCn1c(O)c(N=NC(=O)CNc2ccc(C)cc2)c2ccccc21	9	3	0	19	1	-2	-8	-4
Cc1ccc(SCCC(=O)NCc2ccncc2)cc1	-15	0	0	2	-2	-4	-7	5
CN(C(=O)c1cccc(NC(=O)Cc2ccc(NC(=O)C3CCCN(C(=O)C4CCCC4)C3)cc2)c1)C1CCCCC1 (stereo not drawn)	-6	2	.	4	.	2	.	.
CN(C(=O)c1cc(S(=O)(=O)N2CCc3ccccc32)cn1C)C1CCCCC1	12	3	-12	4	-16	-2	17	-6
CN(C)c1cccc(C(=O)NCCCn2ccc3ccccc32)c1	1	1	-4	-300	-7	1	12	-20

An excerpt from above in order of molar mass, falling.
SMILES	PfGluPho inh	SENP1 FRET inh	SENP7 block	SENP8 block-1	SENP8 block-2	HKDC1 inh	Apaf1 inhib	SENP6 inh
CN(C(=O)c1cccc(NC(=O)Cc2ccc(NC(=O)C3CCCN(C(=O)C4CCCC4)C3)cc2)c1)C1CCCCC1 (stereo not drawn)	-6	2	.	4	.	2	.	.
COCCNC(=O)c1cc(S(=O)(=O)N2CCOCC2)ccc1SCc1cccc(OC)c1OC	0	0	-4	-12	2	-7	8	-1
Cc1ccc(C)c(S(=O)(=O)NC2CCS(=O)(=O)C2)c1 (stereo not drawn)	-11	-2	-6	31	-6	-4	-5	-11

In the list so far, two contain an aryl methoxy group.
SMILES	PfGluPho inh	SENP1 FRET inh	SENP7 block	SENP8 block-1	SENP8 block-2	HKDC1 inh	Apaf1 inhib	SENP6 inh
COCCNC(=O)c1cc(S(=O)(=O)N2CCOCC2)ccc1SCc1cccc(OC)c1OC	0	0	-4	-12	2	-7	8	-1
COc1ccc2[nH]c(=O)c(CN(C(=O)c3cccnc3)c3ccccc3)cc2c1	-11	2	3	-216	-3	2	9	-1

(more compounds)
SMILES	PfGluPho inh	SENP1 FRET inh	SENP7 block	SENP8 block-1	SENP8 block-2	HKDC1 inh	Apaf1 inhib	SENP6 inh
COc1ccc2c(c1)c(CC(=O)Nc1cccc(S(N)(=O)=O)c1)c(C)n2C(=O)c1ccc(Cl)cc1	12	4	-11	34	-11	-1	3	-17
Cc1onc(-c2c(Cl)cccc2Cl)c1C(=O)c1c[nH]c(C(=O)NCCCN2CCOCC2)c1	-6	3	-6	16	1	-6	8	-8
COc1ccc(OC)c(S(=O)(=O)N(C)CC(=O)Nc2ccc3c(c2)OCCO3)c1	-7	2	-5	9	2	-4	-3	-27
COC(=O)Cc1[nH]n(-c2nc3ccccc3s2)c(=O)c1C(C)=O	-5	0	6	-2	21	3	-7	50
CCn1c(/C=N/n2cnnc2)nc2ccccc21	6	1	-4	-268	-10	-7	-24	-7
CCCn1cnc2c(sc3nc4c(cc32)CSC(C)(C)C4)c1=O	15	0	10	2	-9	-2	-16	-15
CCOC(=O)c1cnc(-n2nc(C)cc2C)[nH]c1=O	-12	-1	-2	30	3	2	-7	-10
COc1ccc(/C=C/c2nnc(NC(=O)C(C)(C)C)s2)cc1	3	-11	6	-451	1	2	5	-21
CC1(NC(=O)CCc2ccccc2)CCN(CCCc2ccccc2)C1=O (stereo not drawn)	3	1	2	18	3	-4	-2	4
CCc1nnc(NC(=O)Nc2ccc(OC)cc2)s1	-4	2	11	21	-9	-5	2	-15
O=C(COC(=O)CN=C1NS(=O)(=O)c2ccccc21)Nc1ccccc1OC(F)F	-2	4	7	17	6	-1	-30	-5
COc1ccc(OC)c(/C=N/NC(=O)c2cc[n+](Cc3ccccc3)cc2)c1	-16	-4	4	-22	-1	2	-1	-16
Cc1csc(NC(=O)C2C3C=CC(C3)C2C(=O)O)n1 (stereo not drawn)	-8	4	11	12	5	-14	-6	-19
CC(Oc1ccc2c3c(c(=O)oc2c1)CCC3)C(=O)NCc1ccccn1 (stereo not drawn)	13	0	-3	-112	5	-6	0	-1
CCOC(=O)CC1C(=O)NCCN1C(=O)c1ccc(F)cc1F (stereo not drawn)	5	-1	5	20	5	-9	-12	13
CN(C)C(=O)c1ccc(-c2cc(C(F)(F)F)nn2C)s1	12	2	-14	10	-13	-6	7	-11
Cc1cc(C)n2cnnc2n1	-15	0	11	-18	6	-2	-6	-9
O=c1c2ccccc2oc2ccc(Oc3ccccc3)cc12	1	2	30	-121	36	6	18	38
N#CC/C(N)=N/Nc1nc2ccccc2nc1Cc1ccccc1	-9	9	6	-135	-3	-19	19	9
Cc1ccsc1C(=O)N(CC(C)C)c1c(N)n(Cc2ccccc2)c(=O)[nH]c1=O	-1	-5	1	-17	3	-6	9	-11
Cc1ccc(/C=C/C(=O)OCC(=O)NC(C)c2ccccc2)o1 (stereo not drawn)	16	1	-9	-2	-6	3	-2	-2
N#CC1(c2ccccc2)CCCN1C(=O)c1ccco1 (stereo not drawn)	16	3	-1	4	0	-7	-3	-6
CCOC(=O)CNC(=O)N1CCc2ccc(NC(=O)c3ccccc3Cl)cc2C1	20	1	-15	-1	-8	-3	1	1
Cc1ccc(C(=O)NC(=S)NCCN2CCOCC2)cc1	-14	1	4	11	5	-1	-5	12
CCn1c(CCNC(=O)c2ccc(C)cc2)n[nH]c1=S	8	3	5	8	-5	13	1	1
CCOc1ccccc1NC(=O)CCNS(=O)(=O)c1ccc(NC(C)=O)cc1	8	2	-8	14	4	-3	-4	-8
O=C1CN(C(=S)Nc2ccc(OC(F)F)cc2)CCN1	12	8	3	12	-2	-7	-2	-16
Cc1ccc(NC(=O)C2CCCN(C(=O)c3ccc(Cl)cc3)C2)cc1C (stereo not drawn)	-10	-1	-1	10	-6	12	16	-5
COc1ccccc1CNCc1cccc(Oc2ccccc2)c1	-15	1	5	17	-7	3	-14	-21
Cc1cc(C(=O)N/N=C2\CCCC(=O)C2)c(C)o1	3	-2	1	-2	5	2	-5	6

The last 4 entries of the section above come first, to join the parts.
SMILES	PfGluPho inh	SENP1 FRET inh	SENP7 block	SENP8 block-1	SENP8 block-2	HKDC1 inh	Apaf1 inhib	SENP6 inh
O=C1CN(C(=S)Nc2ccc(OC(F)F)cc2)CCN1	12	8	3	12	-2	-7	-2	-16
Cc1ccc(NC(=O)C2CCCN(C(=O)c3ccc(Cl)cc3)C2)cc1C (stereo not drawn)	-10	-1	-1	10	-6	12	16	-5
COc1ccccc1CNCc1cccc(Oc2ccccc2)c1	-15	1	5	17	-7	3	-14	-21
Cc1cc(C(=O)N/N=C2\CCCC(=O)C2)c(C)o1	3	-2	1	-2	5	2	-5	6
Cc1ccc(CNC(=O)c2cc(C3CC3)nc3c2cnn3C(C)C)cc1	18	1	-6	i	-7	0	30	-1
Cc1ccccc1NC(=S)N(CCCN1CCOCC1)Cc1ccccn1	8	-2	2	16	3	-8	-1	-7
C/C(=N/NS(=O)(=O)c1cc(C)ccc1C)c1c[nH]c2ccccc12	18	2	-6	-2	1	7	18	-5
Cn1c(=O)[nH]c(=O)c2c1nc(N1CCOCC1)n2CCN1CCOCC1	-1	3	-5	16	-10	-8	4	-27
COc1ccc(N2CCN(C(=O)CN(CCc3ccccc3)S(C)(=O)=O)CC2)cc1	-9	-1	3	9	-1	6	-20	-12
COc1cccc(NC(=O)CSc2nnc3c(n2)[nH]c2ccc(C)cc23)c1	5	-1	4	0	5	-6	-4	-14
CN1CCN(C(c2cccc(C(F)(F)F)c2)c2nnnn2C(C)(C)C)CC1 (stereo not drawn)	-4	-1	6	14	-5	-4	-14	-11
Cc1ccc(SCC2CNc3nc4ccccc4c(=O)n32)c(C)c1 (stereo not drawn)	14	2	13	12	-11	7	3	-5
CC(=NCc1cccc(Cl)c1)c1nc(-c2ccco2)oc1O	2	-2	0	6	-6	-5	14	-6
O=C(CN1C(=O)C2CC=CCC2C1=O)N1CCN(c2ccc([N+](=O)[O-])cc2)CC1 (stereo not drawn)	5	1	-5	34	3	-2	-21	-15
On1c(-c2ccccc2Cl)nc2ncccc21	-3	2	2	5	-6	0	-1	7
C[C@@H](C(=O)NC1CCCCC1)N1C(=O)N2CCc3c([nH]c4ccccc34)[C@@]2(C)C1=O	-5	-1	9	9	6	1	-3	-2
CSc1ncccc1C(=O)N1CCCC(C(=O)c2ccc3ccccc3c2)C1 (stereo not drawn)	3	-2	-14	-2	0	1	-3	13
Cc1ccc(-n2nc(-c3ccco3)cc2C(=O)O)c(C)c1	8	-9	.	-19	.	8	.	.
Cc1ccc(C(C)NC(=O)c2ccco2)cc1C (stereo not drawn)	-7	0	48	7	3	-3	-7	-8
COc1ccc(NC(=O)c2cccnc2SC)cc1S(=O)(=O)N1CCCCC1	-4	1	8	17	-3	-8	11	-1
Cc1sc2nc(CSc3ccc([N+](=O)[O-])cc3)[nH]c(=O)c2c1C	.	.	9	.	-1	.	-4	15
O=C(N/N=C/c1ccc2c(c1)OCO2)C1CC1	-6	0	-11	5	-20	1	1	-10
O=C(/C=C/Nc1ccc(Cc2ccc(N/C=C/C(=O)C(F)(F)F)cc2)cc1)C(F)(F)F	-6	-26	0	-412	1	-1	6	10
COc1ccc(CNC(=O)c2cccc(S(=O)(=O)N3CCCCC3)c2)cc1OC	-6	2	0	16	-8	-2	-3	-4
Cc1ccc(Cl)cc1NC(=S)NCc1cccn1C	11	-6	2	-11	-3	-9	2	-2
